Screens as filed in PubChem BioAssay.
p-CIP stab down = compounds decreasing mouse p/CIP protein stability; Q05BA5; F442A p/CIP-EGFP cells, EGFP fluorescence, 16 h; decrease of EGFP signal, % at 10 µM; 290,000 compounds, 0.01% hits; AID 1984;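 active = EGFP signal decrease of at least 30% at 10 µM or well 3 SD below plate mean, unless failing retest; inactive = the rest, including hits failing retest or dose response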; also: some compounds called inactive have numbers as strong as hits; many of its hits are not listed in these tables
VIM-2 inh = inhibitors of Pseudomonas aeruginosa VIM-2 metallo-beta-lactamase. purified VIM-2, nitrocefin hydrolysis, epi-absorbance fluorescence. inhibition, % at 5.6 µM. 290,000 compounds, 0.89% hits. AID 1527;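 active = inhibition above the mean of all tested compounds plus 3 SD, cutoff set per screening run, cut at about 7.5% in these data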;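 also: red hydrolysis product quenches plate fluorescence so inhibitors raise well fluorescence; 0% = enzyme with DMSO and 100% = DMSO without enzyme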
IMP-1 inh = blocks Pseudomonas aeruginosa IMP-1 metallo-beta-lactamase | purified IMP-1, nitrocefin hydrolysis, epi-absorbance fluorescence | inhibition, % at 5.6 µM | 290,000 compounds, 0.45% hits;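 active = inhibition above the mean plus 3 SD of all compounds in the same screening run, cut at about 4.5% in these data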;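 also: 0% = IMP-1 with DMSO and 100% = DMSO wells lacking enzyme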
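System: Purified recombinant IMP-1 metallo-beta-lactamase enzyme | Measured by: Fluorescence quenching readout, ex 480/em 530 nm | Replication: Singlicate | Incubation: 15 min preincubation plus 25 min reaction at 25 °C | Evaluation: Percent inhibition from optical density relative to buffer-blank wells | Benchmarks: DMSO with and without IMP-1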
CRFR2-BP antag = blocks CRF-induced signaling of the CRF-BP/CRF-R2 complex; HEK293 CRF-R2/CRF-BP, CRF-induced calcium fluorescence; inhibition, % at 11.8 µM; 350,000 compounds, 0.59% hits; AID 588475;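 active = inhibition of the ligand-induced calcium signal above about 50% at the single tested concentration, limit read from the data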
IDE cell inh = inhibits human insulin-degrading enzyme in HEK cells. inhibition, % at 5.59 µM. AID 434962. FAbetaB cleavage, fluorescence polarization. 320,000 compounds, 0.41% hits. P14735;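 active = percent inhibition above the average of all tested compounds plus 3 SD, set per screening campaign, cut at about 16% in these data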;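 also: IDE supplied by intact live HEK cells; FP after avidin binding of uncleaved biotin substrate so inhibition keeps polarization high; 0% = DMSO wells and 100% = 60 µM reference IDE inhibitor Ii1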
IDE cell activ = boosts human insulin-degrading enzyme activity in HEK cells; P14735; 340,000 compounds, 0.073% hits; FAbeta-B cleavage, fluorescence polarization; 0% vehicle, 100% cell-free pure enzyme wells; activation, % at 5.96 µM;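 active = activation above the mean of all tested compounds plus 3 SD, set per screening campaign, cut at about 17% in these data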
HCV NS3 hel inh = inhibitors of Hepatitis C virus NS3 helicase | inhibition, % at 10.9 µM | NS3 helicase DNA unwinding, Cy5 molecular beacon fluorescence | 290,000 compounds, 0.56% hits;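 active = inhibition above the mean of all tested compounds plus 3 SD, set per campaign, cut at about 35% in these data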;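 also: 0% = DMSO wells and 100% = thioflavine S control wells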
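Assay system – hepatitis C virus NS3 helicase domain fragment enzyme · Buffer or medium – MOPS pH 6.5, MgCl2, DTT, Tween20, BSA · Reagent – Cy5/quencher beacon DNA duplex and ATP to start · Compound – single 10.9 µM dose · Timing – 1 h at 25 °C · Technique – Cy5 beacon fluorescence read at start and 1 h · Measure – % inhibition of unwinding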
SUMO HTRF inh = blocks human SUMOylation mediated by UBC9 | P63279 | HTRF SUMOylation assay, SAE1/SAE2 + UBC9, in vitro | inhibition, % at 35 µM | 290,000 compounds, 0.36% hits; in the data active = inhibition above about 50%, passing the limit was not always enough; also: strong numbers were not always called active
Target sequence (P63279 whole entry, looked up): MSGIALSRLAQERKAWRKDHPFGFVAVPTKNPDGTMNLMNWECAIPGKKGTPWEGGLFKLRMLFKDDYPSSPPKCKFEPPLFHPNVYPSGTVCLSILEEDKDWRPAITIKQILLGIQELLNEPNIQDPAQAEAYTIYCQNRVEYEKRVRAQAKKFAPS
GalR3 antag = blocks the human galanin receptor 3; inhibition, % at 3 µM; AID 651719; O60755; HEK293 GalR3-CNG cAMP membrane potential fluorescence; galR3 body fused to GalR1 C-terminus; 360,000 compounds, 0.44% hits;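 active = inhibition above the screen-wide average plus 3 SD, cut at about 13% in these data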;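 also: forskolin and galanin both at EC90 stimulate the cells; cAMP rise reported by CNG channel membrane potential dye signal; 0% = forskolin plus galanin with DMSO and 100% = forskolin alone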
Target sequence (O60755 1-299 limits assumed): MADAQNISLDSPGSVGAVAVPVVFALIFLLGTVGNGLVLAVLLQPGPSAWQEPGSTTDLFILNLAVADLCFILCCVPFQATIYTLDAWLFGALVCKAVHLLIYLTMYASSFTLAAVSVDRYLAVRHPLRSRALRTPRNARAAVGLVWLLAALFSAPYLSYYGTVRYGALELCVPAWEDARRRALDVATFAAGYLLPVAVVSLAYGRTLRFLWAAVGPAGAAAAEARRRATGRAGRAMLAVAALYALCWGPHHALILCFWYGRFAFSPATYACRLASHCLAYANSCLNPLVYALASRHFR
Active calls of the source: *; . = not tested or not shown.

IDE cell activ,p-CIP stab down,CRFR2-BP antag,GalR3 antag,SUMO HTRF inh,VIM-2 inh,HCV NS3 hel inh,IDE cell inh,IMP-1 inh,Molecule
2,-20,-3,1,-24,-2.0,17,2,-2.8,CC1(C)C2CCC(C2)C1(C)N=C1OC(CCl)CS1 (centres undefined)
3,-8,6,0,8,2.0,-1,-5,-2.0,COc1ccc(-n2ncc3c2CC(C)(C)CC3NC(=O)c2c(C)cc(=O)oc2C)cc1 (centres undefined)
1,-5,6,-11,3,-2.1,2,3,-0.2,CCOC(=O)COc1ccccc1C(=O)c1cnn(-c2ccccc2)c1
3,-17,-4,12,20,-1.8,11,-3,-1.4,CCOC(=O)N1CCN(S(=O)(=O)c2cc([N+](=O)[O-])c(C)cc2C)CC1
.,-8,13,0,10,-1.4,-1,5,-5.2,CCc1ccc(C(=O)NNc2ccc(S(N)(=O)=O)cc2)cc1
2,4,-5,-3,23,-3.1,-6,0,2.4,O=C(O)CCCC(=O)Nc1cccc2cccnc12
0,.,10,-3,.,-2.1,-2,-6,-1.2,O=C(CN(Cc1ccco1)C(=O)CNS(=O)(=O)c1ccc(Cl)cc1)NCc1ccc(F)cc1
4,-4,10,4,14,3.1,1,-3,1.5,C=CCn1c(SCC(=O)c2[nH]c(C)c(C(=O)OC)c2C)nc2scc(-c3ccc(OC)c(OC)c3)c2c1=O
5,-12,12,-6,5,-1.9,-1,4,-2.9,CC(C)(O)C#Cc1ccc(CN2CCN(Cc3ccsc3)C(CCO)C2)s1 (centres undefined)
-8,-9,0,-9,3,-0.7,-9,-1,-1.6,CN1CCN(C(=O)c2ccc(Cn3cc(Cl)cn3)o2)CC1
4,.,4,-2,.,.,.,-1,.,O=C(COC(=O)c1n[nH]c(=O)c2ccccc12)NCc1ccccc1
1,0,0,-7,2,-2.3,5,2,-4.0,Cc1ccsc1C(=O)NC(C)c1ccc2c(c1)OCO2 (centres undefined)
0,.,-7,-5,.,.,.,1,.,NC(=O)C1CCCN(C(=O)c2cccc(S(=O)(=O)N3CCCCCC3)c2)C1 (centres undefined)
0,.,6,-5,.,.,.,-3,.,CN(CC(=O)Nc1ccccc1C(F)(F)F)C(=O)CSc1nc(N)cc(N)n1
0,.,-1,-3,.,.,.,-5,.,CCc1ccccc1N1CC(C(=O)Nc2cc(S(=O)(=O)N3CCCC3)ccc2Cl)CC1=O (centres undefined)
-38,-18,-22,-6,-12,-4.1,0,26*,-2.4,c1ccc(C[n+]2csc3ccccc32)cc1
0,14,13,5,7,0.0,-2,-4,-4.7,COc1cccc(C2c3c(oc4ccc(F)cc4c3=O)C(=O)N2CCCN2CCOCC2)c1 (centres undefined)
5,-7,-1,2,3,-2.0,2,5,-2.8,C(=N\N=C\c1cccs1)/c1cccs1
3,.,0,0,.,.,.,5,.,CCOC(=O)C1CCCN(C(=O)c2cc(-c3ccco3)nc3ccccc23)C1 (centres undefined)
-4,8,9,-5,3,-2.9,5,12,-5.1,S=c1[nH]nc(-c2ccco2)n1/N=C/c1ccc(Br)s1

Three entries from above, with values under each structure.
Value order: IDE cell activ	p-CIP stab down	CRFR2-BP antag	GalR3 antag	SUMO HTRF inh	VIM-2 inh	HCV NS3 hel inh	IDE cell inh	IMP-1 inh
O=C(COC(=O)c1n[nH]c(=O)c2ccccc12)NCc1ccccc1
 : 4	.	4	-2	.	.	.	-1	.
CCc1ccc(C(=O)NNc2ccc(S(N)(=O)=O)cc2)cc1
 : .	-8	13	0	10	-1.4	-1	5	-5.2
CCOC(=O)N1CCN(S(=O)(=O)c2cc([N+](=O)[O-])c(C)cc2C)CC1
 : 3	-17	-4	12	20	-1.8	11	-3	-1.4

Other entries:
IDE cell activ,p-CIP stab down,CRFR2-BP antag,GalR3 antag,SUMO HTRF inh,VIM-2 inh,HCV NS3 hel inh,IDE cell inh,IMP-1 inh,Molecule
9,1,-8,-3,8,0.3,-2,5,-1.1,COCCN(CCOC)C(=O)N1CCOCC1
1,-4,9,-3,13,-0.9,-4,1,-2.7,COc1ccc2oc(C(=O)OCC(=O)NC3CCCC3)c(C)c2c1
-4,-16,-22,-4,17,0.9,7,4,0.7,CCCCc1ccc(NC(=O)COCC)cc1
12,4,5,-4,26,-0.1,-8,-5,-2.9,COCCCNC(=O)c1sc2ncnc(N3CCc4ccccc4C3)c2c1C
3,-12,0,-5,8,0.5,7,-7,-1.6,O=C(Cn1ncc(N2CCCC2)c(Br)c1=O)c1ccc(Cl)cc1
2,5,-5,-1,-22,-3.6,0,-2,-2.7,O=C(Cc1cccs1)NNC(=S)NC(=O)c1ccco1
1,.,-3,-8,.,.,.,5,.,O=C(NNC(=O)C1CCN(C(=O)Nc2ccccc2)CC1)c1ccc(F)cc1
0,7,-9,-8,-22,-0.5,6,-2,-2.6,COc1ccccc1OCC(=O)Nc1ccccc1C(=O)N1CCCC1
-1,5,-8,1,-2,-2.6,3,-3,-3.1,CN(C)S(=O)(=O)c1ccc(N2CCCC2)c(C(=O)Nc2nc(-c3cc(F)ccc3F)cs2)c1
8,0,-40,.,-37,-3.8,42*,3,-2.2,Cc1ccc(C(c2cc(Cl)c3cccnc3c2O)N2CCN(C)CC2)cc1 (centres undefined)
4,-4,5,4,-4,-2.6,-2,-3,-3.0,CCOc1ccc(NC(=O)c2c[nH]n3c(=O)cc(C4CCN(C(=O)OC(C)(C)C)CC4)nc23)cc1
-4,-20,-22,-6,0,0.9,9,3,1.2,COC(=O)c1ccccc1NC(=S)NC(=O)CC(C)C
.,-6,8,-6,4,-0.2,-6,4,-0.6,CC(=O)c1ccc(N2CCc3ccccc3C2)c([N+](=O)[O-])c1
2,-2,-17,0,5,-3.0,2,2,-2.2,Cc1cc2ncc(-c3ncc(C(F)(F)F)cc3Cl)cn2n1
-2,-18,0,-3,15,-1.5,-1,-2,-1.5,O=C(O)C1CCCN1C(=O)c1cncc(Br)c1 (centres undefined)
6,-1,7,-5,5,-1.1,7,-6,-3.2,Cc1cc(C)c(C)c(S(=O)(=O)NC(C)C(=O)O)c1C (centres undefined)
-5,0,5,1,-4,-2.9,7,-5,-2.5,O=C(O)CCc1ccccc1OC(=O)c1ccccc1
3,-3,5,-4,26,2.5,4,-3,-0.3,O=C(NCCCn1ccnc1)c1cc(-c2cccc(O)c2)on1
-1,-20,-24,.,-98,-2.7,-6,-4,-3.1,CN(CC1CCCO1)S(=O)(=O)c1ccc(C(=O)Nc2nc(-c3ccccn3)cs2)cc1 (centres undefined)
1,-14,1,-3,-4,0.1,3,0,0.6,Cc1cc(C)nc(NC(=O)CCCC(=O)O)c1
-4,-15,-4,.,-11,-2.0,-3,4,-1.6,Cc1ccccc1NC(=O)c1ocnc1C
4,-8,4,-2,-4,-1.9,-13,-1,-1.6,O=C(Nc1cccc(Br)c1)/C(=C\c1cccnc1)NC(=O)c1ccco1
3,-5,9,-4,34,-1.0,1,0,-2.4,COc1ccc(NC(=O)c2cccnc2)c(OC)c1
2,-5,-7,-6,30,-3.5,-1,0,-4.1,FC(F)(F)c1cc(C(F)(F)F)c2ccc(N3CCN(c4ncccn4)CC3)nc2n1
3,-9,4,-1,-21,-6.2,-15,2,-1.3,COc1cc(/C=N/NC(=O)c2nnn(-c3nonc3N)c2C(C)C)ccc1OCc1ccc(F)cc1
8,5,-54,-3,-2,1.8,6,2,-0.3,CNc1nc(N)nc(-c2cc(Cl)ccc2OC)n1
-5,4,-6,-2,8,1.3,-2,-4,-3.6,CCOC(=O)c1sc(N(C)C)nc1-c1ccccc1
-2,5,-5,2,16,-1.8,5,8,-1.0,CCCCN(C)S(=O)(=O)c1c(C)[nH]c(=O)[nH]c1=O
-3,-6,2,3,29,-2.5,7,8,-2.7,CCOC(=O)c1c(CN(C)C)n(C)c2ccc(OC(C)=O)cc12
.,-23,-5,-7,-3,-2.2,16,.,-2.2,CCN(Cc1ccncc1)Cc1c(O)ccc2cc(Br)ccc12
-2,-9,14,-2,12,-1.4,-13,1,0.9,Cc1cc(C)c(NC(=O)Nc2ccccc2)c(Cl)c1
.,-11,.,-5,12,-2.0,-3,3,-2.9,Cc1ccnc(NS(=O)(=O)c2ccc(C(C)(C)C)cc2)c1
-3,-2,4,4,5,0.1,4,-1,-2.6,CCCc1cc(=O)n2nc(N3CCC(C(=O)Nc4c(F)c(F)c(F)c(F)c4F)CC3)sc2n1
2,-6,10,-3,11,-4.7,2,-1,-1.0,CCOC(=O)/C(O)=C/c1ncc(C(F)(F)F)cc1Cl
3,5,1,-4,14,-1.9,7,1,0.9,CCOc1ncccc1C(=O)OCC(=O)NCCc1ccccc1
2,-3,19,-5,6,-2.7,1,-2,-2.9,COCCn1c(C)cc(C2=NNC(=Nc3ccccc3F)SC2)c1C
-1,-6,13,-7,3,-2.9,2,.,-3.8,CC(C)OCCCNC(=O)c1ccc2c(c1)NC(=O)c1ccccc1S2
-3,.,-4,2,.,.,.,1,.,CN(CC(=O)Nc1ccc(F)cc1)C(=O)COC(=O)/C=C/c1ccc(OC(F)F)cc1
8,-6,-2,-3,-6,-3.7,6,8,-2.9,C=CCn1c(-c2ccc(Cl)cc2)ccc(C#N)c1=O
1,-8,10,-7,17,-0.7,6,4,-1.6,Cc1ccc(C#CC(C)(O)C(C)(C)C)cn1 (centres undefined)
-4,-8,2,1,-4,-4.4,16,8,-4.0,CCOC(=O)c1oc2cc(OC(C)=O)ccc2c(=O)c1-c1ccc(OC)c(OC)c1
2,1,5,-2,6,-3.3,3,4,-3.1,O=[N+]([O-])c1cccc(/C=N/NC2CCS(=O)(=O)C2)c1 (centres undefined)
-8,-4,-10,-5,14,-0.5,-7,14,-1.6,COc1ccc2[nH]c(-c3ccccc3)cc2c1
2,.,-4,-3,.,.,.,-5,.,CC(C)(C)OC(=O)N1CCN(C(=O)c2[nH]cnc2C(=O)Nc2nccs2)CC1
8,-4,-11,-5,12,-1.2,2,1,0.7,COc1ccc(S(=O)(=O)Nc2ccc3cn[nH]c3c2)cc1C
5,-22,6,-8,24,-0.1,-27,0,-2.5,C=CCn1c(SCc2ccc(Br)cc2F)nc2cc(C(=O)O)ccc2c1=O
3,-3,-59,0,2,-0.4,-2,-1,-0.1,CC(C)CCSc1nc(N2CCOCC2)c2c(c1C#N)CC(C)(C)OC2
3,-9,4,-3,-20,-2.6,45*,2,-2.1,CCc1ccc(C(=O)C(C)OC(=O)C2COc3ccccc3O2)cc1 (centres undefined)
0,7,-5,-3,-7,-3.8,-2,2,-6.1,O=C(/C=C/c1ccccc1)NCCCNC(=O)/C=C/c1ccccc1
7,-14,15,0,6,-0.6,-2,-2,-1.5,O=C(CCN1CCCC1)Nc1cccc(Br)c1
1,0,-15,-6,1,-2.3,14,3,-0.4,Cc1ccc(C(=O)CC(C(=O)O)n2cnc([N+](=O)[O-])n2)cc1 (centres undefined)
3,-3,2,-2,17,-2.2,-5,-2,1.5,CC(=O)Nc1nc(C)c(Oc2ccccc2)c(=O)[nH]1
